PRMT1 FP inh = PRMT1 methyltransferase inhibitors, primary screen, biochemical, fluorescence polarization; Protein arginine N-methyltransferase 1 (Homo sapiens), Q99873; recombinant PRMT1, activity-based probe fluorescence polarization; inhibition, % at 2.79 µM; 1.3% of 370,000 active; AID 652257, 2013;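 active means inhibition above about 21% made by adding two undisclosed values, limit read from the data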
Target sequence (Q99873 whole entry, looked up): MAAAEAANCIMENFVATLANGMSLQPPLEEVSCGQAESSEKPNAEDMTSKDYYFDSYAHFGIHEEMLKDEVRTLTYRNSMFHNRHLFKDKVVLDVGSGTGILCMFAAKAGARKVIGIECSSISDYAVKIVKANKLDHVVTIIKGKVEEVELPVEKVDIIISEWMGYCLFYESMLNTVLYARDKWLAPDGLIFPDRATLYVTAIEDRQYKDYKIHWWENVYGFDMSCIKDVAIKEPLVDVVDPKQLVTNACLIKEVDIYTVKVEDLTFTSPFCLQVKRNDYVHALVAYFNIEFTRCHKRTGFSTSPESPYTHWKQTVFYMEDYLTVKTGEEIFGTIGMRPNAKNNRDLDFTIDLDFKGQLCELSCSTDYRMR
ABHD4 inh = ABHD4 inhibitors, primary screen, biochemical, fluorescence polarization, mouse; (Lyso)-N-acylphosphatidylethanolamine lipase (Mus musculus), Q8VD66; purified mABHD4, FP-Rh probe fluorescence polarization; inhibition, % at 8.92 µM; 0.54% of 370,000 active; AID 720543, 2013;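 active means inhibition exceeding the mean over every tested compound plus 3 SD, cut at about 30% in these data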;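 further: 0% = plate median of compound wells and 100% = S159A mutant with DMSO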
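Assay system: mABHD4 protein; medium: HEPES pH 7.0, NaCl, Pluronic buffer; dosing: 8.92 µM, single dose; schedule: 45 min + 60 min at 25 °C; signal: FP readout, ex 525 nm / em 598 nm; read-out: normalized percent inhibition of probe labeling; repeats: single replicate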
MBD2 DNA inh = inhibitors of MBD2 binding to methylated DNA, primary screen, biochemical, TR-FRET, DNA-binding domain, human. Methyl-CpG-binding domain protein 2 (Homo sapiens), Q9UBB5. MBD2 binding to methylated oligonucleotide. inhibition, % at 4.4 µM. 0.31% of 370,000 active. AID 686964, 2013; in the data active means inhibition above about 13%
rCAG binder = binders of r(CAG) RNA repeats, primary screen, biochemical, fluorescence; r(CAG) RNA repeat, TO-PRO-1 dye displacement fluorescence; 1.3% of 370,000 active; inhibition, % at 3 µM;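 active means inhibition above the plate cutoff, the mean of all test compounds on that plate plus 3 SD, cut at about 35% in these data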;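 further: 0% = DMSO alone and 100% = 100 µM mitoxantrone as full dye displacement; higher means more dye released from RNA so lower well fluorescence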
HTRA1 inh = HTRA1 serine protease inhibitors, primary screen, biochemical, fluorescence polarization, HTS | recombinant HTRA1, FP-rhodamine activity-based probe | AID 504803, 2011 | 0.5% of 340,000 active | inhibition, % at 5.96 µM | Q92743; in the data active means inhibition above about 36%;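 further: 0% = enzyme with DMSO and 100% = wells lacking enzyme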
UHRF1 MBD2 ctr = UHRF1 methylated DNA binding inhibitors, primary screen, counter-screen for MBD2 inhibitor project, biochemical, TR-FRET, human UHRF1, single concentration; inhibition, % at 4.4 µM; E3 ubiquitin-protein ligase UHRF1 (Homo sapiens), Q96T88; UHRF1 binding to methylated oligo; 0.75% of 370,000 active; AID 687016, 2013; in the data active means inhibition above about 21%;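 further: UHRF1 SRA domain binding a hemimethylated CpG hairpin DNA probe; 0% = median of test compound wells and 100% = reference inhibitor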
Rev-erbA mod = modulators of Rev-erb alpha DNA binding, primary screen, biochemical, FITC-DNA, fluorescence polarization, uHTS; Nuclear receptor subfamily 1 group D member 1 (Homo sapiens), P20393; Rev-erbα–FITC-DNA binding, 90 min; activity, % at 10 µM; 0.79% of 370,000 active; AID 1259318, 2017;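 active means activity above about 14%, limit read from the data; passing the limit was not always enough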;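 further: 0% = DMSO wells with 35 nM protein and 100% = DMSO wells with 750 nM protein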
Target sequence (P20393 whole entry, looked up): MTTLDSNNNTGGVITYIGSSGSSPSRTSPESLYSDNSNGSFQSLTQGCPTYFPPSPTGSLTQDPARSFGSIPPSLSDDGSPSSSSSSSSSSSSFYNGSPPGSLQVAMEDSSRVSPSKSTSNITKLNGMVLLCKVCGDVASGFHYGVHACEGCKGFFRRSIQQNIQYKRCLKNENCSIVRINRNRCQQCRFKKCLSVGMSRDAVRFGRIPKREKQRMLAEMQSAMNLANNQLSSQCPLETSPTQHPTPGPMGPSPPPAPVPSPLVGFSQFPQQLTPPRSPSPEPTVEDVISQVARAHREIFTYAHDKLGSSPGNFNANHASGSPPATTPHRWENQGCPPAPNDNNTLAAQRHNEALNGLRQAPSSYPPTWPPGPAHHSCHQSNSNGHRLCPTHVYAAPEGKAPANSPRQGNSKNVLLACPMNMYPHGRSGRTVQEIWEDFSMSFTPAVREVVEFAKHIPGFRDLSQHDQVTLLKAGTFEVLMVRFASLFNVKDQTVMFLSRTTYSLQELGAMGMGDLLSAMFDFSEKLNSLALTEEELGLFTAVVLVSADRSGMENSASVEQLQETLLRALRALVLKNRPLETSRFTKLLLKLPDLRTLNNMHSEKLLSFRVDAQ
LEDGF integ inh = blockers of LEDGF/p75-dependent integrase strand transfer – biochemical, TR-FRET, high throughput, primary screen | HIV-1 integrase (with human LEDGF/p75) | TR-FRET IN-LEDGF/p75 DNA integration, Eu/Cy5 | inhibition, % at 3.7 µM | 0.64% of 370,000 active;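 active means inhibition above the screen-wide mean plus 3 SD, cut at about 13% in these data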;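 further: signal is the Cy5 over europium emission ratio at 671 and 618 nm; 0% = plate median of compound wells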
PG9 Ab binder = binders of HIV-1 gp120 antibody PG9, primary screen, biochemical, TR-FRET. HIV-1 gp120 / PG9 antibody interaction. inhibition, % at 6.7 µM. 0.43% of 360,000 active. TR-FRET gp120-PG9 antibody binding; in the data active means inhibition above about 8.5%
TCR-CD3 inh = inhibitors of human TCR-CD3 interaction, primary screen, biochemical, fluorescence, TAMRA-labeled TCR probe; T-cell receptor (TCR); inhibition, % at 9.4 µM; 0.37% of 360,000 active; in the data active means inhibition above about 19%;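 further: recombinant mutant TCR 2C K166C tagged with TAMRA read by polarization; 0% = receptor in buffer alone and 100% = receptor with positive control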
* = called active by the depositor; . = not tested or not shown.

SMILES | PRMT1 FP inh | ABHD4 inh | MBD2 DNA inh | rCAG binder | HTRA1 inh | UHRF1 MBD2 ctr | Rev-erbA mod | LEDGF integ inh | PG9 Ab binder | TCR-CD3 inh
CCCCc1nc2ccccc2c(=O)n1NC(=O)c1c(O)c2cccc3c2n(c1=O)CC3 | 0 | 0 | -5 | 3 | 5 | -3 | -3 | -1 | 1.0 | 9
CC1=C(C(=O)Nc2ccc(C(=O)N3CCN(c4ccccc4F)CC3)cc2)SCCO1 | 0 | -4 | -1 | -3 | -6 | 1 | -2 | 0 | -2.1 | 8
Cc1cnc([N+](=O)[O-])n1CCOC(=O)NC(=O)c1cccc(F)c1 | -7 | 3 | 3 | -4 | 1 | 2 | 2 | -1 | 0.2 | -1
O=[N+]([O-])c1ccc(N2CCN(Cc3ccc([N+](=O)[O-])o3)CC2)cc1 | 3 | 13 | -8 | -2 | -3 | -4 | -9 | 2 | 1.0 | 3
Cc1ccc(OCCNc2ccc(C(F)(F)F)cc2[N+](=O)[O-])cc1 | -2 | 0 | -1 | 1 | 4 | 0 | -5 | -1 | -0.8 | 5
CCCCc1c(O)c2ccccc2n(CCCC)c1=O | 1 | -12 | -8 | 1 | 2 | -2 | 2 | 2 | -0.7 | -1
Cc1ccc(CN(C(=O)c2cccs2)C2CCS(=O)(=O)C2)cc1 (stereo not given) | 2 | 2 | -4 | -5 | 2 | 1 | -4 | -1 | 0.3 | -2
CC(C)[C@H](N)C(=O)N[C@H](C(=O)N1CCC2CCN(S(=O)(=O)c3ccccc3)CC21)C(C)C (stereo not given in full) | 2 | 4 | -2 | 2 | . | -4 | 3 | -1 | . | .
CCC(=O)NCCCc1nc(-c2ccccc2)no1 | -1 | 1 | -1 | 1 | 8 | 0 | 2 | 1 | 0.5 | 2
Cc1ccc(S(=O)(=O)NNC(=O)CCC(=O)Nc2ccc(C)cc2C)cc1 | -3 | 3 | 4 | -4 | 3 | 1 | 5 | 0 | -0.8 | -2
O=C(N/N=C/c1ccc(C(=O)O)cc1)C1=NNC(c2ccccc2)(c2ccccc2)C1 | 5 | -11 | 0 | 15 | 1 | -9 | -4 | 2 | -4.4 | 2
O=C(CCSc1ccc(Cl)c(Cl)c1)NC12CC3CC(CC(C3)C1)C2 | -5 | -12 | -1 | 1 | -27 | 10 | 1 | -2 | -3.1 | 0
Nc1ccc(Nc2nc3ccccc3[nH]2)cc1 | 6 | 31* | 1 | 12 | 58* | 0 | -7 | -2 | -10 | -17
Cc1c(C(=O)N(Cc2ccccc2)C(C)C)cnn1-c1ccccc1 | -8 | -2 | 6 | -8 | -6 | 1 | 0 | 3 | -3.0 | 5
CCN(C(=O)CSc1ncccn1)C1CCS(=O)(=O)C1 (stereo not given) | -1 | 0 | -3 | 2 | 3 | 0 | -1 | 0 | 1.2 | 7
CSc1nc2ccc(NS(=O)(=O)c3ccc(Cl)s3)cc2s1 | -1 | -6 | 2 | 30 | -9 | 2 | -3 | 0 | -0.2 | 3
CC1C(c2ccccc2)OCCN1C(=S)NC(=O)c1ccccc1 (stereo not given) | 6 | 4 | -9 | 3 | 9 | 0 | 0 | 1 | -0.7 | 0
c1csc(C2C3=C(Nc4ncnn42)c2ccccc2OC3)c1 (stereo not given) | 3 | -2 | -7 | 2 | 1 | -3 | -2 | -1 | -0.3 | 7
Cc1nnc(NC(=O)C2CC(=O)N(C(C)c3ccccc3)C2)s1 (stereo not given) | 1 | -2 | 4 | -5 | 1 | 2 | 2 | -8 | -2.0 | 0
COc1cccc(-n2c(SCC(=O)NCc3ccco3)nnc2-c2c[nH]c3ccccc23)c1 | 0 | 5 | 4 | 2 | -6 | 0 | 1 | -2 | -0.8 | 1
COc1ccc(N2C(=O)CSC23C(=O)N2CCCc4cccc3c42)cc1 (stereo not given) | 1 | -1 | 6 | 1 | 1 | 3 | 2 | 2 | 1.0 | -6
CC1=C(C)CC(C(=O)N2CCN(Cc3ccccc3)CC2)C(C(=O)O)C1 (stereo not given) | -1 | 2 | 0 | 1 | 4 | -3 | 2 | 3 | -1.6 | 2
OC(CN1CCN(Cc2ccccc2)CC1)Cn1c2ccccc2c2ccccc21 (stereo not given) | -2 | 2 | 1 | 1 | -8 | -1 | 5 | -1 | -0.7 | 8
Cc1ccc(S(=O)(=O)/N=C(/Nc2ccc(F)cc2F)c2ccc(F)cc2)cc1 | 1 | -1 | 2 | 1 | 4 | 0 | 4 | 0 | -0.4 | 10
O=C(CCN1C(=O)C2CC=C(Cl)CC2C1=O)NCc1ccco1 (stereo not given) | -2 | -3 | 1 | 5 | -4 | 2 | 0 | 1 | -1.8 | -1

Next records follow:
SMILES | PRMT1 FP inh | ABHD4 inh | MBD2 DNA inh | rCAG binder | HTRA1 inh | UHRF1 MBD2 ctr | Rev-erbA mod | LEDGF integ inh | PG9 Ab binder | TCR-CD3 inh
CCOC(=O)c1sc(NC(=O)CSc2nc3ccccc3o2)c(C(=O)OCC)c1C | 0 | 10 | 4 | 2 | 0 | 2 | 9 | -1 | 0.0 | -10
Cc1ccc(Nc2ncccc2C(N)=O)cc1[N+](=O)[O-] | 6 | 4 | 1 | 6 | -5 | 2 | -1 | -4 | 1.3 | -1
COc1ccc(-c2csc(N(CCCN(C)C)C(=O)c3cc(OC)c(OC)c(OC)c3)n2)cc1 | 0 | 3 | -2 | -12 | 0 | -3 | 2 | -1 | -1.3 | 5
COc1ccc(-c2cc(C(F)F)n3ncc(C(=O)N4CCc5ccccc54)c3n2)cc1 | 2 | 0 | 5 | 3 | 0 | 5 | 11 | -4 | -2.7 | -4
CCCCc1nc2cc(C(=O)NC(C)c3cnn(C)c3)ccc2o1 (stereo not given) | -3 | -6 | -6 | -3 | 0 | -1 | 3 | 3 | 0.3 | 0
CC(=O)Nc1ccc(S(=O)(=O)NCC(=O)OCC(=O)NC(=O)c2cccn2C)cc1 | 1 | 7 | 2 | 6 | 0 | 2 | -3 | -3 | -1.7 | -4
CCCS(=O)(=O)N1CCCC(C(=O)NCc2ccc(C)cc2)C1 (stereo not given) | -1 | 1 | 1 | -4 | 5 | 0 | -4 | -1 | 0.7 | 11
O=C(Nc1ccnc(=O)[nH]1)c1sc2ccccc2c1Cl | 3 | 6 | 1 | 0 | -1 | 1 | 37* | -3 | 2.5 | -2
Oc1ccc(C2C[C@H]3CC[C@@H]2C3)cc1O (stereo not given in full) | 14 | 30* | -2 | 9 | 51* | 1 | -1 | -7 | 1.6 | -1
CCOC(=O)CN1C(=O)C(Sc2n[nH]c(-c3ccc(O)cc3)n2)CCc2ccccc21 (stereo not given) | -1 | 0 | -2 | 5 | -6 | 0 | 3 | 4 | -2.1 | 2
CN(CC(O)COCc1cccs1)C1CCCCC1 (stereo not given) | -2 | 5 | 0 | 0 | 5 | 1 | -3 | 1 | 0.1 | 1
O=[N+]([O-])c1c(Nc2ccc(O)cc2)cc(N2CCOCC2)c2nonc12 | 6 | 9 | -4 | 3 | 3 | -4 | 0 | 1 | -0.7 | 1
Cc1cc(C(=O)CN2C(=O)NC3(CCCc4ccccc43)C2=O)c(C)n1Cc1cccs1 (stereo not given) | -2 | 1 | -3 | -7 | -37 | -2 | -2 | -2 | -2.2 | 6
COc1cc(Cl)ccc1NC(=O)COc1ccccc1C(=O)NN | -1 | 0 | -1 | 9 | -52 | -2 | 4 | -1 | 0.1 | 5
CC1(C(=O)O)CCC(C(=O)N2CCCCC2)C1(C)C (stereo not given) | -7 | -6 | -4 | 1 | 4 | -2 | -6 | 0 | -0.5 | 1
CC(O)(c1ccccc1)c1nc(-c2ccc(F)c(Cl)c2)cs1 (stereo not given) | 5 | -39 | 5 | 4 | . | 1 | 9 | 2 | -0.3 | -7
Cc1csc(NC(=O)CSc2nnc(-c3ccncc3)o2)n1 | 6 | 11 | -6 | -3 | 1 | -2 | -3 | -5 | 1.1 | 2
CCOC(=O)c1sc(NN=C(C(=O)OC)C(=O)OC)c(C(=O)OCC)c1C | -3 | 2 | -2 | 8 | -7 | -4 | -6 | 0 | -1.2 | -3
O=C(c1cc(C2CC2)nn1-c1ccccc1)N1CCN(c2ccc(O)cc2)CC1 | 7 | 19 | 1 | 2 | 1 | -3 | 0 | 2 | -1.8 | 1
Cc1cccc(C)c1NC(=O)CNc1ncnc2sc(C)c(C)c12 | -1 | 3 | -3 | 1 | 1 | -3 | 11 | -2 | 0.4 | -3
COc1cc(O)cc(/C=C/c2ccccc2)c1 | 2 | -9 | -7 | 5 | -30 | -1 | 4 | 0 | -1.3 | 3
Cc1ccc(NC(=O)C(=O)c2c(-c3ccccc3)cc3ccccn23)cc1S(=O)(=O)N1CCOCC1 | -1 | -7 | -2 | 8 | -32 | -2 | 9 | 6 | 0.4 | 7
CN(C(=O)c1ccc(S(=O)(=O)c2cccc(Cl)c2)c([N+](=O)[O-])c1)C1CCCCC1 | -3 | 10 | 0 | 6 | -5 | 7 | 4 | 8 | -0.9 | -10
COC(=O)Nc1cc([N+](=O)[O-])ccc1OC | -2 | -12 | -3 | 1 | 2 | -1 | -4 | -3 | 0.2 | 2
CCCS(=O)(=O)NC(=O)C1(C)CCCN(C(=O)c2cccnc2Oc2ccccc2)C1 (stereo not given) | 0 | 0 | -9 | 3 | . | 0 | 6 | 0 | 1.6 | 11
CCOC(=O)c1ccc(NC(=O)CNNC(=O)COc2ccccc2C)cc1 | -8 | 1 | -1 | -3 | -13 | -1 | 2 | 3 | -2.2 | -4
CCC(=O)Nc1nnc(/C=C/c2ccccc2)s1 | -3 | -9 | -4 | 0 | -6 | -5 | -5 | 3 | -0.2 | 7
CCOc1ccccc1NC(=O)Nc1ccc2c(c1)OCO2 | -5 | -6 | -1 | 1 | -4 | -2 | -1 | 4 | -1.4 | 5
COC(=O)[C@]12CCCCC=C1N(Cc1ccco1)C(=O)[C@H](CC(=O)NCc1cccc(C(F)(F)F)c1)C2 | 2 | -4 | -2 | 3 | . | -1 | 0 | -7 | 0.4 | -4

Complete entries as entered above. Values in the order: PRMT1 FP inh, ABHD4 inh, MBD2 DNA inh, rCAG binder, HTRA1 inh, UHRF1 MBD2 ctr, Rev-erbA mod, LEDGF integ inh, PG9 Ab binder, TCR-CD3 inh
COc1ccc(-c2cc(C(F)F)n3ncc(C(=O)N4CCc5ccccc54)c3n2)cc1 in the list: 2, 0, 5, 3, 0, 5, 11, -4, -2.7, -4
O=C(Nc1ccnc(=O)[nH]1)c1sc2ccccc2c1Cl in the list: 3, 6, 1, 0, -1, 1, 37*, -3, 2.5, -2

With a hit mark in HTRA1 inh (from the list above):
| SMILES | PRMT1 FP inh | MBD2 DNA inh | HTRA1 inh | Rev-erbA mod | LEDGF integ inh | PG9 Ab binder | TCR-CD3 inh |
| --- | --- | --- | --- | --- | --- | --- | --- |
| Nc1ccc(Nc2nc3ccccc3[nH]2)cc1 | 6 | 1 | 58* | -7 | -2 | -10 | -17 |
| Oc1ccc(C2C[C@H]3CC[C@@H]2C3)cc1O (stereo not given in full) | 14 | -2 | 51* | -1 | -7 | 1.6 | -1 |

Compound activity (PubChem BioAssay)

The list is partial; count on the stated rates, not on these rows.
